PAFAH2 FP inh: inhibitors of human PAFAH2; 340,000 compounds, 0.99% hits; Q99487; inhibition, % at 3.39 µM; recombinant PAFAH2, FP-rhodamine activity probe, fluorescence polarization;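 active = inhibition above the mean over all tested compounds plus 3 SD, cut at about 30% in these data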;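 note: inhibitors block probe labeling of enzyme so polarization drops; 0% = enzyme with DMSO and 100% = wells lacking PAFAH2 protein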
PAFAH1B3 FP inh: blocks human PAF acetylhydrolase 1B catalytic subunit 3. Q15102. recombinant PAFAH1B3, FP-rhodamine probe, fluorescence polarization. inhibition, % at 3.39 µM. 340,000 compounds, 0.28% hits. AID 492972;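 active = inhibition above the screen-wide average of all tested compounds plus 3 SD, cut at about 25% in these data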;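 note: 0% = enzyme with DMSO only and 100% = wells lacking PAFAH1B3 protein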
PAFAH1B2 inh: PAFAH1B2 (human) inhibition. P68402. recombinant PAFAH1B2, FP-rhodamine activity probe, fluorescence polarization. inhibition, % at 3.39 µM. 340,000 compounds, 1.2% hits;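 active = inhibition above the mean of all tested compounds plus 3 SD, cut at about 24% in these data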;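 note: 0% = enzyme with DMSO and 100% = wells lacking PAFAH1B2; many of its hits are not listed in these tables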
Target sequence (P68402 whole entry, looked up): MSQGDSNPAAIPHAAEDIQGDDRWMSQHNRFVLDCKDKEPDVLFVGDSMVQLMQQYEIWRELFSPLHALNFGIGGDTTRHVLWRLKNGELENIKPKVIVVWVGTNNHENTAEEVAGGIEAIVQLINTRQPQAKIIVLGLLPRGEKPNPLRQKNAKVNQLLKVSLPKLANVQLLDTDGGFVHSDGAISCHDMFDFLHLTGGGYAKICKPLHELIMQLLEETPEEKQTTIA
PME-1 primary: blocks human protein phosphatase methylesterase 1 | Q9Y570 | recombinant PME-1, FP-Rh probe fluorescence polarization | inhibition, % at 5.9 µM | 320,000 compounds, 0.53% hits | AID 2130;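 active = inhibition above the campaign mean of all compounds plus 3 SD, cut at about 26% in these data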;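 note: competitive labeling of PME-1 active site by serine hydrolase directed probe; 0% = PME-1 with DMSO and 100% = wells lacking PME-1 enzyme; inhibitors block probe labeling so polarization falls and inhibition rises; many of its hits are not listed in these tables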
Target sequence (Q9Y570 whole entry, looked up): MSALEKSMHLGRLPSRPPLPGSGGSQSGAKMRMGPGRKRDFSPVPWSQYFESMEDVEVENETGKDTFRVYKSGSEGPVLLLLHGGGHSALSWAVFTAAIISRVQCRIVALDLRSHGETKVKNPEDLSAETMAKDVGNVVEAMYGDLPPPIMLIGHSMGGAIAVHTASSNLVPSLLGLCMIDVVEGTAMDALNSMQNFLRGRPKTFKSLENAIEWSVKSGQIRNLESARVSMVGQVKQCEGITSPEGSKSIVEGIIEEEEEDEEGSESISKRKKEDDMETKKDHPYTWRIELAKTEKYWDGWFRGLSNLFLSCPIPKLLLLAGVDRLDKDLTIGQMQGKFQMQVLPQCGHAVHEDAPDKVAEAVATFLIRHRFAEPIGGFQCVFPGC
GSTO1 counter: counter-screen for RBBP9 inhibitors: inhibitors of human GSTO1; P78417; inhibition, % at 5.96 µM; 300,000 compounds, 1.1% hits; recombinant GSTO1, activity-based probe fluorescence polarization; AID 1974;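 active = inhibition above the campaign mean inhibition plus 3 SD, cut at about 35% in these data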;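 note: 0% = GSTO1-1 with DMSO and 100% = wells lacking GSTO1-1 enzyme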
LYPLA1 counter: blocks human lysophospholipase 1, a PME1 counter-screen; 320,000 compounds, 0.16% hits; recombinant LYPLA1, FP-Rh probe fluorescence polarization; AID 2174; inhibition, % at 5.9 µM; O75608;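 active = inhibition above the mean of all tested compounds plus 3 SD, set per campaign, cut at about 14% in these data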;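 note: inhibitors block serine hydrolase probe labeling of LYPLA1 so polarization falls; 0% = enzyme with DMSO and 100% = wells lacking LYPLA1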
LYPLA2 inh: blocks human lysophospholipase 2, a PME1 counter-screen; recombinant LYPLA2, FP-Rh probe fluorescence polarization; inhibition, % at 5.9 µM; 320,000 compounds, 0.38% hits; AID 2177;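 active = inhibition above the screen-wide mean plus 3 SD, limit set per campaign, cut at about 26% in these data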;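 note: 0% = LYPLA2 with DMSO and 100% = wells lacking LYPLA2 enzyme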
Target sequence (O95372 whole entry, looked up): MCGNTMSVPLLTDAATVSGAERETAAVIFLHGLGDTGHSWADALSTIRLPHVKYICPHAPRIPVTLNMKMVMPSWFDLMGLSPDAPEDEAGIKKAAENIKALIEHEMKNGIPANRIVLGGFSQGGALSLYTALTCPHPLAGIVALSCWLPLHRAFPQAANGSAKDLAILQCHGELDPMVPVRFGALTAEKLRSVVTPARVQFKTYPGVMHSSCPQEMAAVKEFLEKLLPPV
pPAFAH inh: pPAFAH (human) enzyme inhibition; Q13093; 330,000 compounds, 1.5% hits; recombinant pPAFAH, FP-rhodamine probe fluorescence polarization; inhibition, % at 3.39 µM;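 active = inhibition above the mean inhibition across the screen plus 3 SD, cut at about 25% in these data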;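 note: inhibitors block binding of the rhodamine activity-based probe so polarization drops; 0% = enzyme with DMSO and 100% = wells lacking pPAFAH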
PAD4 inh: blocks human protein arginine deiminase 4; Q9UM07; recombinant PAD4, RCA probe fluorescence polarization; inhibition, % at 6.36 µM; 330,000 compounds, 0.41% hits; AID 485272;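 active = percent inhibition above a cutoff equal to the mean of all tested compounds plus 3 SD, cut at about 15% in these data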;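 note: 0% = PAD4 with RCA probe and DMSO and 100% = probe without PAD4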
An asterisk follows results filed as active; x = no result given. These rows are one share of the data; the hit share may differ from the screen's.

no.	smiles	PAFAH2 FP inh	PAFAH1B3 FP inh	PAFAH1B2 inh	PME-1 primary	GSTO1 counter
1	NC1=NCC(O)=C1c1nc2ccccc2[nH]1	-1	3	-1	1	7
2	O=C(COc1ccc(S(=O)(=O)N2CCCCC2)cc1)Nc1ccccc1F	5	6	12	10	-3
3	CCc1ccc(NC(=S)N2CCNC(=O)C2CC(=O)OC)cc1 (stereo not given)	-2	7	-1	4	2
4	CCn1cc(C2=NC(c3ccccc3)CO2)c2ccccc21 (stereo not given)	0	5	2	5	7
5	CCOC(=O)c1cc(-c2ccccc2)sc1NC(=O)c1cc(OC)c(OC)c(OC)c1	4	4	1	2	-6
6	C#CCOCCOCCOCCNc1nc(N2CCN(C(=O)[C@H](CCCN=C(N)N)n3cc(C(N)[C@@H](C)CC)nn3)CC2)nc(N2CCN(C(=O)[C@H](CC(N)=O)n3cc([C@@H](N)CC(N)=O)nn3)CC2)n1 (stereo not given in full)	4	-2	4	x	x
7	Oc1ccc(CN2CCN(c3ncccn3)CC2)cc1	2	-1	5	-2	5
8	CCOC(=O)CSc1ccc2nnc(-c3cccs3)n2n1	10	8	4	-1	3
9	Cc1sc2ncn(CC(=O)NCC(=O)N(C)C3CCCCC3)c(=O)c2c1C	-4	-7	0	-1	4
10	CC(C)Cc1nc(N2CCN(C(=O)C(C)C)CC2)c(C#N)c2c1CCC2	1	0	1	18	15
11	COc1ccc(NC(=O)CSc2ccc3nnc(-c4ccccn4)n3n2)cc1	-2	4	-5	-3	-1
12	CCC(=O)c1c[nH]c(C(=O)NCc2cccs2)c1	8	3	2	1	1

no.	LYPLA1 counter	LYPLA2 inh	pPAFAH inh	PAD4 inh
1	1	4	9	0
2	-4	3	-6	-3
3	-2	6	4	-7
4	-3	-2	6	-1
5	0	-8	-5	-1
6	x	x	-1	-4
7	1	0	1	4
8	0	-1	-4	3
9	-2	6	2	2
10	4	8	16	1
11	0	5	3	-2
12	-1	-3	1	-1

Later entries:
no.	smiles	PAFAH2 FP inh	PAFAH1B3 FP inh	PAFAH1B2 inh	PME-1 primary	GSTO1 counter
13	O=C(NCc1ccccc1)c1ccc(S(=O)(=O)N2CCCc3ccccc32)cc1	-8	-5	2	-14	8
14	CC(Oc1ccccc1)C(=O)Nc1ccc(S(=O)(=O)Nc2nccs2)cc1 (stereo not given)	15	3	6	-6	-4
15	Cc1ccc(C(=O)CSc2cc(C)nc(SCC(=O)c3ccccc3)n2)cc1	0	1	6	-8	0
16	C/C=C/C(=O)OCC(=O)Nc1cccc(Br)c1	82*	2	1	3	-10
17	COC(=O)C1CCN(C(c2ccc(OC)c(OC)c2)c2sc3nc(C)nn3c2O)CC1 (stereo not given)	-13	-4	-1	-5	3
18	O=C(Nc1ccc2nc(-c3ccccn3)c(-c3ccccn3)nc2c1)N1CCOCC1	1	3	-3	2	-4
19	CN1CCN(NC(=O)c2cc(-c3ccc(Cl)s3)nc3ccccc23)CC1	-12	1	3	0	0
20	O=C(CSc1nnc2ccc(-c3ccncc3)nn12)Nc1ccc(F)cc1	4	4	3	1	15
21	COc1cccc(NC(=O)NCCCSC2CCCCC2)c1	4	4	3	1	2
22	Cc1cccc(Oc2ccccc2NC(=O)CN2C(=O)NC3(CCCC3)C2=O)c1	-4	12	-2	-4	14
23	Cc1nc2ccccn2c1C(=O)N/N=C/c1ccc(CNC(=O)C(=O)Nc2ccccc2)o1	3	6	2	4	3
24	O=[N+]([O-])c1ccc(F)cc1OCc1cccc(S(=O)(=O)N2CCOCC2)c1	-1	7	1	7	-1

no.	LYPLA1 counter	LYPLA2 inh	pPAFAH inh	PAD4 inh
13	-8	-9	2	0
14	1	2	-4	0
15	-6	2	0	-4
16	-3	1	5	0
17	-3	-1	5	0
18	1	-4	2	-6
19	-3	3	1	0
20	4	9	6	1
21	-3	1	4	2
22	4	4	-4	2
23	-4	2	-4	2
24	0	10	-2	0

(more compounds)
no.	smiles	PAFAH2 FP inh	PAFAH1B3 FP inh	PAFAH1B2 inh	PME-1 primary	GSTO1 counter
25	Cc1c(NC(=O)c2cc(S(=O)(=O)N3CCCCC3)ccc2Cl)c(=O)n(-c2ccccc2)n1C	9	5	6	x	x
26	COc1ccc(S(=O)(=O)N2CCC(C(=O)Nc3ccccc3N3CCCC3)CC2)cc1OC	-1	4	5	4	5
27	CS(=O)(=O)Nc1ccc(-c2nnc3n2CCCCC3)cc1	3	5	2	10	-2
28	Nc1c(C(=O)NC2CC2)sc2nc3c(c(-c4ccco4)c12)CC/C3=C/c1ccco1	46*	56*	28*	10	62*
29	COc1ccc(C2(c3ccc(OC)cc3)NC(=O)N(CC(=O)NCC(F)(F)F)C2=O)cc1	7	1	8	-7	-2
30	CCCC(=O)NC(=S)Nc1ccc(NC(=O)c2cccs2)cc1	-2	0	6	-1	-5
31	CCc1nnc(NS(=O)(=O)c2ccc(NC(=S)NC(=O)c3cccs3)cc2)s1	-2	4	-3	-5	-6
32	CN1CCN(c2ccccc2NC(=O)c2ccc(Br)o2)CC1	8	1	-3	2	-8
33	CCCCNC(=O)Cc1coc2ccc3ccccc3c12	-9	4	1	2	0
34	CCOc1ccc2[nH]c(=O)c(CN(Cc3ccco3)C(CC)c3nnnn3Cc3ccccc3)cc2c1 (stereo not given)	0	2	0	-2	-6
35	O=C(OC(C(=O)NC1CCCC1)c1ccccc1F)c1ccco1 (stereo not given)	4	5	12	1	-4
36	COc1ccc(-n2c(SCC(=O)Nc3ccc(C(N)=O)cc3)nc3ccccc3c2=O)cc1OC	-2	0	4	-8	-11

no.	LYPLA1 counter	LYPLA2 inh	pPAFAH inh	PAD4 inh
25	x	x	-4	6
26	0	-7	3	-7
27	3	-7	3	4
28	-9	2	89*	-13
29	-1	3	-4	-3
30	-5	5	-1	-3
31	2	-3	-3	-1
32	2	-1	-7	3
33	2	6	3	-1
34	-6	-7	4	-12
35	0	1	-4	-1
36	-1	-3	3	-4

The list continues:
no.	smiles	PAFAH2 FP inh	PAFAH1B3 FP inh	PAFAH1B2 inh	PME-1 primary	GSTO1 counter
37	Cc1cc(C)nc(/N=C(\N)Nc2ccc(C)c([N+](=O)[O-])c2)n1	5	4	6	0	-1
38	O=[N+]([O-])c1ccccc1/C=N/N1CCN(c2ccncc2S(=O)(=O)N2CCCCC2)CC1	-6	5	-5	14	0
39	COc1ccc(C(=O)N2CCN(c3ccccn3)CC2)cc1[N+](=O)[O-]	2	3	3	0	-5
40	COc1ccc(-n2c(SCC(=O)NCCCN3CCCC3=O)nnc2C(C)N2CCCCC2)cc1 (stereo not given)	1	2	3	-5	9
41	Cc1ccc(C(C)n2cc(C(=O)NCc3ccncc3)nn2)cc1 (stereo not given)	4	7	13	-2	3
42	Cc1nc(SCC(=O)NCc2ccc3c(c2)OCO3)c(C#N)c2c1CCCC2	0	2	0	4	4
43	O=C(O)C(C(=O)/C=C/c1ccco1)=C1SCCS1	12	4	6	-2	23
44	CCN(CC)c1nc2c(s1)C(=O)NCCC2	0	-5	3	-1	11
45	CCCc1noc2c1C(c1ccoc1)C(C#N)=C(N)N2 (stereo not given)	1	-5	0	-3	0
46	CN(C)S(=O)(=O)c1cccc(NC(=O)C2Cc3ccccc3CN2C(=O)c2ccco2)c1 (stereo not given)	5	-17	2	-7	2
47	CCC(C)c1ccc(O)c(NC(=O)c2cccnc2)c1 (stereo not given)	-1	-1	8	-5	-7
48	CCCCN(CCCC)C(=O)c1cc2ccccc2c(=O)o1	2	4	4	-3	7

no.	LYPLA1 counter	LYPLA2 inh	pPAFAH inh	PAD4 inh
37	3	-2	0	0
38	4	2	1	1
39	0	9	-6	7
40	1	-5	3	0
41	3	7	2	-1
42	4	-3	-2	-3
43	2	-5	24	-1
44	-2	-5	-3	-2
45	3	2	5	0
46	-5	-7	10	-1
47	-2	-5	-5	-7
48	4	5	6	-3

Quoted at random: seven compounds from above
no.	smiles	PAFAH2 FP inh	PAFAH1B3 FP inh	PAFAH1B2 inh	PME-1 primary	GSTO1 counter
37	Cc1cc(C)nc(/N=C(\N)Nc2ccc(C)c([N+](=O)[O-])c2)n1	5	4	6	0	-1
48	CCCCN(CCCC)C(=O)c1cc2ccccc2c(=O)o1	2	4	4	-3	7
38	O=[N+]([O-])c1ccccc1/C=N/N1CCN(c2ccncc2S(=O)(=O)N2CCCCC2)CC1	-6	5	-5	14	0
45	CCCc1noc2c1C(c1ccoc1)C(C#N)=C(N)N2 (stereo not given)	1	-5	0	-3	0
41	Cc1ccc(C(C)n2cc(C(=O)NCc3ccncc3)nn2)cc1 (stereo not given)	4	7	13	-2	3
46	CN(C)S(=O)(=O)c1cccc(NC(=O)C2Cc3ccccc3CN2C(=O)c2ccco2)c1 (stereo not given)	5	-17	2	-7	2
43	O=C(O)C(C(=O)/C=C/c1ccco1)=C1SCCS1	12	4	6	-2	23

no.	LYPLA1 counter	LYPLA2 inh	pPAFAH inh	PAD4 inh
37	3	-2	0	0
48	4	5	6	-3
38	4	2	1	1
45	3	2	5	0
41	3	7	2	-1
46	-5	-7	10	-1
43	2	-5	24	-1

(list continues)
no.	smiles	PAFAH2 FP inh	PAFAH1B3 FP inh	PAFAH1B2 inh	PME-1 primary	GSTO1 counter
49	CC(=O)Nc1ccc(NC2=CC(=O)c3ccccc3C2=O)cc1	4	12	2	0	39*
50	CC(NC(=O)c1ccc(Br)s1)C1CCCO1 (stereo not given)	-6	2	6	0	-7
51	CC(=O)c1cccc(NC(=O)COc2ccccc2)c1	-4	1	-1	-2	-11
52	Cc1cc2cccc(C)c2nc1SCC(=O)N(C)c1nc(-c2ccccc2)cs1	-5	-1	2	7	4

no.	LYPLA1 counter	LYPLA2 inh	pPAFAH inh	PAD4 inh
49	3	9	5	-9
50	0	2	-1	-1
51	0	1	-2	-4
52	-1	-2	-6	-3
